TWEAK-Fn14 inh: inhibitors of TWEAK-Fn14 signaling, primary screen, luciferase reporter cells, uHTS; 360,000 compounds, 2% hits; inhibition, % at 10 µM; TWEAK-stimulated Fn14 reporter cells, luciferase luminescence, 8 h; in the data active = inhibition above about 50%
SRC3 inh: SRC3 coactivator transcriptional activity inhibitors, primary screen, cell-based, luminescence; Nuclear receptor coactivator 3 (Homo sapiens), Q9Y6Q9; HEK293 GAL4-SRC3 luciferase reporter; inhibition, % at 3.6 µM; 360,000 compounds, 0.17% hits; AID 588352, 2011;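 active = inhibition above a per-campaign cutoff, the mean of all compounds plus 3 SD, cut at about 60% in these data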;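 also: 0% = DMSO-treated cells and 100% = gossypol-treated cells at 36 µM; higher means less SRC3-driven luciferase light from the GAL4 reporter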
SRC1 inh: SRC1 coactivator transcriptional activity inhibitors, primary screen, cell-based, luminescence | HEK293 GAL4-SRC1 luciferase reporter | inhibition, % at 3.6 µM | 360,000 compounds, 0.12% hits;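 active = inhibition above the campaign mean plus 3 SD, with each screening campaign given its own cutoff, cut at about 60% in these data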;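 also: 0% = DMSO treated cells and 100% = gossypol at 36 µM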
NCOA2 inhibitor: inhibition of GAL4-SRC2 driven luciferase reporter, primary screen, SRC2 inhibitor project, cell-based, luminescence. Nuclear receptor coactivator 2 (Homo sapiens), Q15596. HEK293 GAL4-SRC2 luciferase reporter. inhibition, % at 9 µM. 370,000 compounds, 0.17% hits;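 active = inhibition above the mean inhibition of all tested compounds plus 3 SD, set per campaign, cut at about 52% in these data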;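 also: 0% = DMSO treated cells and 100% = cells given Gossypol at 36 µM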
Granule exo inh: LAMP-1 surface exposure blockers, TALL-104 cells – cell-based, flow cytometry, MLPCN library, primary screen | inhibition, % at 10 µM | 360,000 compounds, 0.66% hits | TALL-104 LAMP-1 surface exposure; cells stimulated with thapsigargin and PMA;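 active = inhibition above about 55%, limit read from the data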
NOD2 RIPK2 PPI: NOD2-RIPK2 binding disruptors in cells, primary screen, fluorescence, CHO cells, BLA complementation; Receptor-interacting serine/threonine-protein kinase 2 (Homo sapiens), O43353; CCF4 ratio; inhibition, % at 4.98 µM; 360,000 compounds, 0.38% hits; AID 624267, 2012; in the data active = inhibition above about 21%;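 also: 0% = vehicle only and 100% = reference blocker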
Target sequence (O43353 whole entry, looked up): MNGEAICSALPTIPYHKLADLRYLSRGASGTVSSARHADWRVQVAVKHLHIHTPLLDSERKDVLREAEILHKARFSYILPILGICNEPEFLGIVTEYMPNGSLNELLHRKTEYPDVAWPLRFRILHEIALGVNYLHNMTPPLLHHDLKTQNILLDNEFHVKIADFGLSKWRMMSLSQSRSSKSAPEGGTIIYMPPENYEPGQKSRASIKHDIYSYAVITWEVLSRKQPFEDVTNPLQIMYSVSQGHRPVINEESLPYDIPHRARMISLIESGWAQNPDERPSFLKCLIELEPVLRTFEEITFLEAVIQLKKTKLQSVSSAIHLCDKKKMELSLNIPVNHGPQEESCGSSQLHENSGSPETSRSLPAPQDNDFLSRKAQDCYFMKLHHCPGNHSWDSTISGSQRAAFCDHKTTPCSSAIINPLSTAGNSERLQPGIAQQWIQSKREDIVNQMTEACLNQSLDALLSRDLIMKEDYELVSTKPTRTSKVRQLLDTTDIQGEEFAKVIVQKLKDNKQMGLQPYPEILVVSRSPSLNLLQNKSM
TROY signal inh: inhibitors of TROY-driven NF-kB signaling, primary screen, Q293 LMP1-TROYcd cells, NF-kB luciferase, uHTS | AID 1347056, 2019 | inhibition, % at 10 µM | 360,000 compounds, 0.98% hits | Q293 LMP1-TROYcd NF-kB luciferase reporter, 4 h;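 active = compounds whose plate-normalised and pattern-corrected inhibition of the luciferase reporter signal at the single screening dose is 50% or more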
NR2F2 inh: NR2F2 transcriptional activity inhibitors, primary screen, cell-based, luciferase reporter, HEK293T, luminescence. HEK293T NGFI-A luciferase reporter. inhibition, % at 8.6 µM. 370,000 compounds, 0.7% hits. AID 686940, 2013;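 active = inhibition above a per-plate cutoff, mean inhibition of test wells between control levels plus 3 SD, cut at about 38% in these data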;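 also: cells cotransfected with COUP-TFII expression vector driving the NGFI-A reporter; 0% = median of COUP-TF2 test wells and 100% = reporter-only cells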
Target sequence (P24468 whole entry, looked up): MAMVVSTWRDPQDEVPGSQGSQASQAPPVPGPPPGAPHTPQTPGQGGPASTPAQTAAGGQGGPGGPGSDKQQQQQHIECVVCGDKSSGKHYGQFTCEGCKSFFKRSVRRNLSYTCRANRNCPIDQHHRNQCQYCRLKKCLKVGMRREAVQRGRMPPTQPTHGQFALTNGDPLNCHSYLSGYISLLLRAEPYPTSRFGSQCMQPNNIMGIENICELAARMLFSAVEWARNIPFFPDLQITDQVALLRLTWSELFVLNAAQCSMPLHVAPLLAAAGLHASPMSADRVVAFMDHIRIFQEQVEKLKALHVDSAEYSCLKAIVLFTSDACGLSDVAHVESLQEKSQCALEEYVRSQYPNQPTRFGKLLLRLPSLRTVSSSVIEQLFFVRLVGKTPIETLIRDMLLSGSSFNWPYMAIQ
NR5A2 inv ag: LRH-1 (NR5A2) inverse agonists, primary screen, cell-based, luminescence, HEK293T, StAR-luciferase reporter; LRH-1 transfected, 24 h; inhibition, % at 3.6 µM; 360,000 compounds, 0.13% hits;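 active = inhibition above the mean inhibition of all tested compounds plus 3 SD, cut at about 73% in these data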;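 also: 0% = DMSO wells and 100% = reporter-only cells lacking LRH-1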
TLR9-MyD88 block: inhibitors of TLR9-MyD88 association in cells, primary screen, cell-based, CHO, BLA complementation, fluorescence | 340,000 compounds, 0.21% hits | Toll-like receptor 9 (Homo sapiens) + Myeloid differentiation primary response protein … | AID 504734, 2011 | CCF4 FRET ratio | inhibition, % at 4.98 µM;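 active = inhibition above the mean over all tested compounds plus 3 SD, cut at about 21% in these data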;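 also: 0% = DMSO only wells and 100% = clavulanate BLA inhibitor control wells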
ABHD5-PLIN5 inh: ABHD5-PLIN5 interaction inhibitors, primary screen, cell lysate, split luciferase complementation, luminescence. Perilipin-5 (Homo sapiens) + 1-acylglycerol-3-phosphate O-acyltransferase ABHD5 (Homo …. Split G. princeps luciferase complementation, 4 h. inhibition, % at 4 µM. 360,000 compounds, 0.78% hits. AID 602281, 2012;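 active = inhibition above the mean inhibition across every tested compound plus 3 SD, cut at about 22% in these data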;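 also: 0% = DMSO only wells and the 100% control is not disclosed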
* = called active by the depositor; nt = no result given. Not all compounds are listed; rates above refer to the full screens.

compound | TWEAK-Fn14 inh | SRC3 inh | SRC1 inh | NCOA2 inhibitor | Granule exo inh | NOD2 RIPK2 PPI | TROY signal inh | NR2F2 inh | NR5A2 inv ag | TLR9-MyD88 block | ABHD5-PLIN5 inh
NS(=O)(=O)c1cccc(NC(=O)COC(=O)CCC2CCCC2)c1 | 3 | 10 | -1 | -6 | 34 | -16 | -8 | 2 | 23 | -8 | 0
Cc1ccc(NC(=O)CNc2cc(S(=O)(=O)N3CCOCC3)ccc2NCC2CCCO2)cc1F (stereo not given) | -32 | 3 | -7 | -19 | 14 | 2 | -29 | -8 | -12 | -4 | 2
COc1ccccc1C1CC(c2cccs2)=NN1C(=O)CCC(=O)O (stereo not given) | 2 | 3 | 16 | -17 | -2 | 7 | -5 | -2 | -2 | -9 | -2
CC(=O)NCCCc1nc2ccccc2n1Cc1cc(C)ccc1C | 4 | 5 | -9 | -13 | -14 | -13 | -14 | -4 | 0 | 7 | -6
COc1ccc(OC)c(C2=NOC(C(=O)NCc3cccnc3)C2)c1 (stereo not given) | -9 | -12 | -5 | -12 | 0 | -17 | -7 | -4 | -12 | -6 | 1
Cc1ccc(S(=O)(=O)CCC(=O)OCC(=O)N(C)Cc2ccccc2)cc1 | 5 | 8 | -8 | 6 | 1 | -2 | -5 | 5 | -4 | -4 | 3
CCCCNC(=O)c1cc(-c2ccc(OC)cc2)on1 | -33 | -73 | -95 | -63 | 0 | 8 | -57 | -49 | -91 | 1 | -3
CCOCCCNC(=S)Nc1ccc(S(N)(=O)=O)cc1 | -3 | 14 | 6 | -11 | -2 | 2 | 0 | -18 | -16 | 7 | -1
O=C(CCC(=O)NNC(=O)Nc1cccc(Cl)c1)NCc1ccccc1 | -23 | 8 | 4 | 7 | 0 | -5 | -4 | -1 | 5 | 3 | 0
COc1ccc2c(c1)CCc1c(C(=O)N(C)c3ccccc3)noc1-2 | -6 | -43 | -42 | -20 | 1 | -7 | -18 | -3 | -81 | 4 | 4
O=C(Nc1ccccc1C(F)(F)F)c1cc2ncc(CCCl)cn2n1 | -29 | -36 | -17 | -57 | 1 | -3 | -24 | -15 | -23 | 9 | 2
Cc1cc(Br)ccc1NC(=O)CN(C)C(=O)c1cccc(S(=O)(=O)N2CCN(C)CC2)c1 | 19 | 9 | -3 | 9 | 0 | 7 | 3 | -9 | 1 | 0 | -3
COc1ccc(N2C(=O)C(CC(=O)Nc3ccccc3)N(CCc3ccc(OC)c(OC)c3)C2=O)cc1 (stereo not given) | -12 | -14 | -14 | 1 | -2 | 6 | 3 | -5 | 3 | -1 | 4
COC(=O)c1nn(-c2cccc(Cl)c2)cc(OC)c1=O | -12 | 17 | 4 | -15 | 49 | -16 | 14 | -2 | 8 | -4 | 12
O=S(=O)(c1cccc(-c2nnc(-c3cccnc3)o2)c1)N1CCCCC1 | 8 | 5 | 1 | 2 | -2 | -2 | 2 | 1 | -3 | 1 | -3
COc1ccc(OC)c(CCNC(=O)c2ccc(CS(=O)Cc3ccc(Cl)cc3)o2)c1 (stereo not given) | -1 | 2 | 6 | -20 | 10 | -1 | 3 | 18 | -20 | 4 | -4
CCCCN(CCCC)CCNC(=O)c1cn(C)c2ccc(S(=O)(=O)N(C)C3CCCCC3)cc2c1=O | 15 | -38 | 7 | -3 | 4 | -2 | 5 | 5 | -26 | 0 | 6
O=C1c2ccccc2C(O)N1c1cccnc1 (stereo not given) | 6 | 2 | -20 | -11 | -1 | -12 | -7 | -5 | 10 | -8 | 4
COc1ccc(CNC(=O)c2oc3ccc(S(=O)(=O)N4CCOCC4)cc3c2C)cc1 | -9 | -3 | -20 | 8 | -4 | 1 | -19 | -3 | 0 | -2 | 3
Cc1ccc(NC(=O)/C=C/c2cccc(C(F)(F)F)c2)cc1 | 18 | 0 | -10 | 12 | -2 | -1 | -3 | -13 | -4 | -8 | -10
CCCCSCc1cc(C(=O)O)oc1C(C)(C)C | -4 | 9 | 11 | 2 | 0 | -2 | 16 | -5 | 14 | -3 | -3
OCc1nc2ccccc2n1/N=C/c1cccs1 | -11 | 5 | -14 | 5 | 0 | -2 | -11 | 6 | 18 | -5 | 0
COc1ccc2nc(N3CCC(C)CC3)c(C#N)cc2c1 | -12 | -62 | -63 | -33 | 1 | 5 | -16 | -17 | -73 | 13 | -5
CC(Oc1ccc(Cl)cc1)c1ccn[nH]1 (stereo not given) | -15 | 1 | 5 | -30 | -1 | 4 | 6 | 15 | 6 | 0 | 3
O=[N+]([O-])c1ccc(Oc2ccc(F)cc2)c2ccncc12 | 43 | 49 | 46 | 33 | -2 | -5 | 42 | 15 | 15 | -1 | -2
O=C(CSc1nc2c(c(=O)n1-c1ccc(Br)cc1)SCC2)NCC1CCCO1 (stereo not given) | -7 | -4 | 2 | nt | -2 | -7 | -11 | nt | 11 | -6 | -9
CC(C)(C)NC(=O)c1ccc2c(c1)N(CC(=O)N1CCCCC1)C(=O)C(C)(C)O2 | -35 | 8 | -3 | -28 | -3 | -7 | -40 | -9 | -15 | 3 | 0
CC(=O)Nc1ccc(C=NNc2ccc([N+](=O)[O-])cc2S(=O)(=O)Nc2ccccc2C(=O)O)cc1 | 18 | 4 | -12 | -4 | -5 | 8 | 8 | 0 | 14 | 16 | 6
CC(Oc1ccccc1)C(=O)OCC(=O)NC(=O)NC1CCCCC1 (stereo not given) | -4 | 16 | -5 | 24 | -4 | 7 | -5 | 3 | 12 | -1 | 12
CCN1CCN(C(=O)c2ccccc2N(Cc2ccccc2)S(C)(=O)=O)CC1 | 3 | 6 | 0 | -10 | 0 | -3 | 0 | -5 | 9 | -8 | 0
CSc1ccc(CCNC(=O)c2cc(-c3ccccc3)c(N3CCOCC3)s2)cc1 | 15 | 12 | 21 | -6 | 29 | -10 | -10 | -5 | 10 | -7 | 2
CCOc1ccc(C(O)c2nccn2C)cc1 (stereo not given) | 2 | 8 | -9 | 21 | 1 | -4 | 9 | -8 | -2 | 3 | 6
O=C(C[C@H]1C[C@@H]2c3cc(NS(=O)(=O)c4ccccc4)ccc3O[C@@H]2[C@H](CO)O1)N1CCOCC1 | -3 | 1 | -4 | -26 | 4 | -1 | -14 | 0 | -4 | 2 | 5
COc1ccc(C2OC(=O)CC2C(=O)NC2CCCCCC2)cc1OC (stereo not given) | -2 | -5 | 7 | 11 | -2 | 0 | -8 | 1 | 14 | -5 | -1
CCOC(=O)CC1(c2ccccc2)CCOC(C)(C)C1 (stereo not given) | -16 | 10 | -50 | -10 | -3 | -16 | -7 | -11 | -10 | -7 | 2
COc1ccc(C2C3=C(CCCC3=O)Nc3ccc4ncccc4c32)cc1OC (stereo not given) | -11 | 15 | -13 | -12 | 5 | -1 | -36 | -26 | -2 | -8 | 3
CCCn1[nH]cc(SC)c(=O)c1=O | -6 | 12 | 2 | -28 | 1 | -2 | -1 | -3 | -5 | 3 | 5
O=C(NNS(=O)(=O)c1ccc(F)cc1)c1cnn(-c2ccccc2)c1C(F)(F)F | -24 | 22 | -9 | -6 | -6 | -5 | -7 | -6 | 6 | -16 | -1
O=C(NNS(=O)(=O)c1ccc2ccccc2c1)NC1CCCCC1 | 3 | -4 | 4 | 19 | 6 | -6 | 13 | 4 | 16 | 2 | -3
CN(Cc1ccccc1)C(=O)c1nc2ccccn2c1CNCCCOc1cccnc1 | 15 | 10 | 8 | 1 | 1 | -9 | -1 | -6 | 4 | -16 | -2
Cc1oc(-c2cc(F)ccc2F)nc1CN1CCN(C)C(=O)[C@@H]1C | 1 | -4 | 5 | -9 | -3 | -4 | -13 | 2 | -11 | 10 | 4
CCc1nnc(NC(=O)Cn2nc(-c3ccc(OC)c(OC)c3)ccc2=O)s1 | -6 | -4 | -11 | -19 | 2 | -4 | 0 | -2 | -8 | -6 | -8
c1ccc(Nc2cccc3c(Nc4ccccc4)cccc23)cc1 | 3 | -2 | -21 | -5 | -2 | -3 | 13 | 2 | 7 | 8 | -18
CCCCNC(=O)c1nc(-c2cccc(C(F)(F)F)c2)oc1-c1ccc(OC(F)(F)F)cc1 | nt | nt | nt | 11 | 1 | 6 | nt | 7 | -2 | nt | 3
CC(=O)c1cnc2nc(C(F)(F)F)nn2c1C | 0 | -25 | -26 | 7 | 2 | -14 | -2 | -10 | -17 | -1 | 0
CCc1c(-c2ccc(Br)cc2)ncn1Cc1cccc(-c2ccccc2)c1 | nt | nt | nt | 17 | 29 | -13 | nt | 7 | 1 | nt | 0
Cc1ccc(S(=O)(=O)Nc2cccc3c2O[C@H](CN(C)C(=O)Nc2ccc(C(F)(F)F)cc2)[C@@H](C)CN([C@H](C)CO)C3=O)cc1 | 14 | -4 | 10 | -9 | 3 | -1 | 8 | 1 | 1 | -11 | -5
O=C1NC[C@@H](CCCCN2C[C@H](Cc3ccc(O)cc3)N(CCc3ccc(O)cc3)C(=O)C2=O)N(CC2CCCCC2)C1=O | 8 | nt | nt | 6 | 0 | -6 | 6 | -20 | 15 | nt | -3
COc1ccccc1NS(=O)(=O)c1ccc(C(=O)NCC(c2ccccc2OC)N(C)C)cc1 (stereo not given) | 3 | 24 | 17 | 10 | 1 | -7 | 5 | -2 | -23 | -3 | 10
O=C(CC1Sc2ccccc2NC1=O)OCc1cc(=O)oc2cc(O)ccc12 (stereo not given) | 36 | -11 | 7 | 9 | 1 | -5 | 38 | -5 | 4 | -3 | 3
COc1ccc(CN(Cc2ccccn2)S(=O)(=O)c2ccc(-n3cnnn3)cc2)cc1 | -14 | 14 | -1 | nt | 0 | -7 | 4 | nt | 2 | -7 | 2
CCc1ccc(/C([O-])=C(/C(=S)NCCN2CCOCC2)[n+]2ccccc2)cc1 | 8 | 11 | -3 | -36 | -2 | -2 | -1 | -2 | 2 | -2 | -13
Cc1ccccc1OCC(=O)N/N=C1\CC(=O)CC(C)(C)C1 | 3 | 5 | -11 | -3 | -3 | -2 | 2 | -7 | 12 | -1 | 4

Screens (PubChem BioAssay)
